CBFb RUNX1 block = CBF-beta/RUNX1 interaction disruption | AlphaScreen CBFb-His/RUNX1-biotin binding, biochemical | Potency, µM (doses to about 59.8 µM), for inactives: top-dose activity, negative = inhibition, most hits filed as inhibitors | 230,000 tested, under 10 active | AID 1477 | Q01196+Q13951; note: % of control where 0% means no effect
Target sequence (Q01196 whole entry, looked up): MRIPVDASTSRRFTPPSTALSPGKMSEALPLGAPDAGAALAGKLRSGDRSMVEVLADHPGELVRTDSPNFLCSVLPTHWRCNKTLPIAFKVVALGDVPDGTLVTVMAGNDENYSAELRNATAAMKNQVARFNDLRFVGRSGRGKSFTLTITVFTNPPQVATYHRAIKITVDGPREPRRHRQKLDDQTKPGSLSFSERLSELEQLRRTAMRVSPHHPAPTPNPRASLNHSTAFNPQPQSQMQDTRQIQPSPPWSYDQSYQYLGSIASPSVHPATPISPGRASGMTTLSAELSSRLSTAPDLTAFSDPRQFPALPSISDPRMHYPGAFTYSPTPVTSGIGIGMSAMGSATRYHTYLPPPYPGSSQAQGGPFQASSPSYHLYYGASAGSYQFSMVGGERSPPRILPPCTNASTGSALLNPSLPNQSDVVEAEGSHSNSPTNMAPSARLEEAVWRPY
Target sequence (Q13951 whole entry, looked up): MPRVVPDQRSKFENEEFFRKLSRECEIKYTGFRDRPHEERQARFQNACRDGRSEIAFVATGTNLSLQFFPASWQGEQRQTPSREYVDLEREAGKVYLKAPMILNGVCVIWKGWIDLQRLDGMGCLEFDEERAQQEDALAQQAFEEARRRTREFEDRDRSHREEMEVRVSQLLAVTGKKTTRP
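Read-out: AlphaScreen. Format: His-CBF-beta with biotinylated RUNX1 (30 nM each) preincubated 20 min, compound 15 min, Ni-chelate plus streptavidin beads 90 min; room temperature throughout.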
HttQ103 aggreg = mutant huntingtin aggregation inhibition. PC12 HttQ103-GFP aggregates, Acumen cytometry, 40 h. Potency, µM (doses to about 46.1 µM), for the others: at the top dose activity change, negative = inhibition, most hits filed as inhibitors. 220,000 tested, 1.1% active. AID 1688; note: potency is the fitted concentration of half-maximal effect; % is set by controls: 0 for no effect and ±100 for the full control effect; nearly all actives have a fitted effect of over 60% in size
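Read-out: GFP aggregate count by laser scanning cytometer (488 nm excitation, 500-530 nm emission, 1–25 µm objects >6 SD above background). Cells: PC12, inducible HTTex1-Q103-GFP, 100 nM tebufenozide; compounds titrated.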
GAA glycogen = GAA glycogen-cleavage inhibition or activation; Potency, µM (series often up to 76.4 µM), for inactives: at the highest dose activity change, negative = inhibition, most hits filed as inhibitors; recombinant GAA, glycogen substrate, Amplex Red glucose oxidase fluorescence; AID 2100; 300,000 tested, 0.38% active; P10253;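 note: potency is the fitted concentration of half-maximal effect; 0% = full enzyme reaction and -100% = no-enzyme basal signal; the screen sought inhibitors and activators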
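Recombinant enzyme (4 nM final) with compounds titrated up to 77 uM and bovine liver glycogen (30 ug) in citrate pH 5.0, 0.01% Tween-20, 37 C 40 min. Released glucose detected by Amplex Red/glucose oxidase (Ex 573/Em 610); AC50 from Hill fits.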
aGlu spleen mod = inhibits or activates alpha-glucosidase in human spleen homogenate. P10253. human spleen homogenate, 4-MU-alpha-glucoside fluorescence. Potency, µM (titrated, usually from 79.9 µM), for inactives: top-dose activity change, negative = inhibition, most hits filed as inhibitors. 240,000 tested, 0.006% active;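 note: potency is the fitted concentration of half-maximal effect; 0% = enzyme with vehicle and -100% = no enzyme basal signal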
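AC50 values come from Hill-equation fits of concentration-response data, normalized to no-enzyme and full-activity controls. Enzyme source: 1 ug human spleen homogenate; 1 mM fluorogenic 4-MU glucoside, pH 5.0 citrate buffer, 37 C, 40 min.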
GAA inhib = blocks human lysosomal alpha-glucosidase. P10253. purified human GAA, 4-MU-alpha-glucoside fluorescence. Potency, µM (top dose mostly 76.9 µM), for the others: top-dose activity change, negative = inhibition, most hits filed as inhibitors. 200,000 tested, 0.005% active;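 note: potency is the fitted concentration of half-maximal effect; plate controls were uninhibited enzyme wells for no effect and no-enzyme background for full effect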
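AC50 values come from Hill fits of compound titrations (up to 77 uM) against 4 nM human enzyme. Substrate 4-methylumbelliferyl-alpha-D-pyranoside at 400 uM, pH 5.0 citrate buffer, 20 min room temperature; fluorescence Ex 365/Em 440 after alkaline stop.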
Lamin A splicing = changes lamin A minigene splicing in HeLa cells; HeLa LMNA splicing GFP/RFP minigene ratio, 48 h; Potency, µM (doses to about 46.1 µM), inactives show at the highest dose ratio change, negative = inhibition, most hits filed as inhibitors; 200,000 tested, 0.01% active; AID 1487; active = well fitted inhibition curve with a large enough effect in the signal ratio, with a control signal flat, not every such curve was filed as active; inconclusive = small, poorly fitted or top-dose-only effect, or effect the other way, or a change in a side signal; the % refers to the signal ratio; note: potency is the fitted concentration of half-maximal effect; % is set by controls: 0 for no effect and ±100 for the full control effect
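S3 HeLa cells stably expressing lamin A-EGFP splicing minigene plus DsRed2, 600 cells/well, 48 h compound exposure at 37C. Laser-scanning cytometry; analysed as GFP (500-530 nm)/RFP (575-640 nm) total intensity ratio; 0.5% DMSO vehicle.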
HTT ATP protect = cytoprotection in Huntington HTT-Q103 PC12 cell model | PC12 HTT-Q103 induced, cytoprotection, ATP luminescence, 40 h | Potency, µM (top dose mostly 56.4 µM), for inactives: cytoprotection (ATP increase), hits mostly activators | 230,000 tested, 0.14% active | AID 1471;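 note: potency is the fitted concentration of half-maximal effect; % of control where 0% means no effect; nearly all actives have a fitted effect of over 45% in size; toxic huntingtin expression switched on by the ecdysone agonist tebufenozide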
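Cells were plated at 1500 per well in phenol red-free DMEM with 5% equine and 5% calf serum. Tebufenozide (100 nM final) and compounds were added, then ATPlite reagent, and luminescence was read.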
* marks the source's active call; other numbers are inactive results; ? = inconclusive; nt = not tested or not shown; [ ] = remark or other dose. Unless noted, calls come from the whole dose curve; as a rule, active = well fitted curve in the direction sought with a large enough effect; inconclusive = small, poorly fitted or top-dose-only effect, or another doubt; inactive = no such curve, though single readings can be large; an effect the other way counts as inactive or inconclusive.

SMILES	CBFb RUNX1 block	HttQ103 aggreg	GAA glycogen	aGlu spleen mod	GAA inhib	Lamin A splicing	HTT ATP protect
CCCc1[nH]n(-c2nc3ccccc3s2)c(=O)c1C=NCC1CCCO1 (centres undefined)	-7%	-11%	10%	-4%	-5%	-4%	-27%[10 µM]
c1nc(N2CCCC2)c2[nH]cnc2n1	3%	?	-5%	0%	-1%	-12%	-26%[10 µM]
O=C(O)c1ccc(/C=N/NC(=O)c2ccc(Br)cc2)cc1	2%	-10%	-3%	-5%	1%	-3%	nt
Cc1ccccc1C1CC(=O)Oc2cc(O)ccc21 (centres undefined)	5%[89.1 µM]	nt	nt	8%[119 µM]	nt	nt	-39%[inhibitor][96.6 µM]
Cc1cnc(CNc2ncnc3ccc(-c4cccc(NS(C)(=O)=O)c4)cc23)cn1	nt	nt	nt	4%	nt	-3%	-66%[inhibitor]
Cc1cc(=S)n(-c2ccccc2)n1C	7%	-17%	2%	-1%	2%	5%	-1%[10 µM]
CCCCNCCOCCSc1ccc(Cl)cc1	1%	-10%	-2%	-8%	3%	-12%	8%
OC(CNCCCCNCC(O)C(F)(F)F)C(F)(F)F (centres undefined)	-11%	3%	9%	-3%	-6%	nt	-6%
CC(=O)Nc1ccc(S(=O)(=O)N2CCC(c3nc4ccccc4[nH]3)CC2)cc1	6%	-32%	3%	-7%	-13%	17%	-15%[10 µM]
CC(=O)NC(C(=O)O)C(C)(C)SN=O (centres undefined)	12%	nt	nt	-3%	nt	nt	6%
COc1ccccc1/C=C/C(=O)N1CCOCC1	-6%	2%	-3%	-1%	-1%	10%	3%
Cc1cc(OCC(=O)N(C(C)C)C(C)C)cc(C)c1Br	3%	0%	12%	-7%	-6%	6%	nt
COc1ccc(-c2ccc(C(=S)N3CCN(C(C)=O)CC3)o2)cc1	-3%	-2%	-9%	-1%	-9%	12%	-30%
O=C(C1=C[C@@H](c2ccc3c(c2)OCO3)C[C@@H](OCCCCO)O1)N1CCOCC1	-5%	-5%[9.22 µM]	-10%	14%	nt	nt	24%[10 µM]
CCOC(=O)C1C(=O)NC(c2ccccc2)=NC1c1ccc(F)cc1 (centres undefined)	-5%	1%	-10%	3%	0%	9%	0%
O=C(c1nc2ccc(Cl)cn2c1CNCCn1ccnc1)N1CCCCCCC1	-2%	18%[9.22 µM]	-1%	7%	6%	?	-8%[10 µM]
CCOC(=O)N1CCC(N2C(=O)c3ccccc3C2Nc2cc(C)cc(C)c2)CC1 (centres undefined)	7%	19%[9.22 µM]	-2%	1%	nt	nt	17%[10 µM]
Cc1cc(C)n2nc(C(=O)Nc3ccc(S(=O)(=O)N4CCCC4)cc3)nc2n1	-1%	2%[9.22 µM]	4%	-2%	nt	nt	20%[10 µM]
O=C(Nc1nc(-c2ccccc2)c(-c2ccccc2)o1)c1ccc(F)cc1	-6%	?	5%	-10%	4%	-1%	-50%[inhibitor]
O=C(CSc1ccc2nnc(-c3ccc(F)cc3)n2n1)N1CCCc2ccccc21	8%	-12%	16%	-3%	-6%	?	18%[10 µM]
CCc1nc(C)cn1S(=O)(=O)c1cc(Br)c(C)cc1OC	1%	?	-6%	-4%	0%	-2%	22%[10 µM]
O=S(=O)(Nc1nc2ccccc2nc1NCC1CCCO1)c1cccs1 (centres undefined)	5%	16%	0%	0%	-8%	5%	-17%
O=C(N/N=C/c1ccc(N2CCOCC2)cc1)c1ccccc1NS(=O)(=O)c1cccs1	4%	-7%	-5%	9%	2%	-25%[46 µM]	-41%[inhibitor]
CCOc1ccc(NC2OC(C)C(O)C(O)C2O)c([N+](=O)[O-])c1 (centres undefined)	-28%	6%	2%	-5%	-2%[15.4 µM]	?	-17%
C#Cc1ccc(CN2CCN(Cc3ccsc3)C(CCO)C2)cc1 (centres undefined)	4%	7%[9.22 µM]	-5%	-4%	0%	nt	5%[10 µM]
O=C(CC1C(=O)NCCN1C(=O)Nc1ccccc1)Nc1cccc(Cl)c1 (centres undefined)	0%	7%[9.22 µM]	-9%	-14%	?	-8%[46 µM]	-4%[10 µM]
Cc1[nH][nH]c(=O)c1C(c1ccc(-c2ccc(Cl)c(C(=O)O)c2)o1)c1c(C)[nH][nH]c1=O	5%	17%	?	-2%	7%	29%[46 µM]	-56%[inhibitor]
CCn1c(=NC(=O)CSC(C)=O)sc2cc(OC)ccc21	3%	21%	3%	2%	-12%	-1%	-11%[10 µM]
Cc1cc(NO)c(C(C)C)cc1N=O	3%	3.2µM*	7%	-4%	3%	?	-74%[inhibitor][10 µM]
COc1ccc(N/C=C2\C(=O)CCc3c2oc2cc(Cl)c(O)c(Cl)c32)cc1	-17%	4%[9.22 µM]	-24%	-16%	?	nt	-3%[10 µM]
COc1ccc([N+](=O)[O-])c(S(=O)(=O)c2ccccc2)n1	-8%	-16%[9.22 µM]	-8%	-3%	nt	nt	-14%[10 µM]
CCOC(=O)c1ccc(Nc2nc(C(=O)OCC)nc3ccccc23)cc1	-9%	-12%	-4%	-3%	?	?	-8%
Cc1ccc(NC2=C(N3CCCCC3)C(=O)c3ccccc3C2=O)cc1	1%	-32%	-13%	1%	-1%	28%	-20%
CCC(C)NC(=O)CN(c1ccc(OC)cc1)S(=O)(=O)c1ccccc1 (centres undefined)	1%	23%[9.22 µM]	7%	-4%	-13%	16%[46 µM]	?
Cc1nc2cnc(OCc3ccccc3)nc2n(CCc2ccccc2)c1=O	nt	nt	nt	-6%	nt	?	6%
C=CCn1c(CSc2nc3ccccc3s2)nnc1SCC(=O)NCc1cccnc1	1%	-4%	6%	-3%	6%	-5%	-10%[1.9 µM]
O=C(C1=C(O)C(=O)N(c2ncccn2)C1c1cccs1)c1ccco1 (centres undefined)	-7%	11%	-21%	-2%	-8%	9%	-7%[10 µM]
O=C(CN1C(=O)/C(=C\c2cccc(Cl)c2)Oc2ccccc21)N1CCN(c2ccccn2)CC1	14%	19%	-12%	-4%	?	nt	nt
N#Cc1ccc(S(=O)(=O)Nc2ccc3ccccc3n2)cc1	2%	4%[9.22 µM]	4%	2%	-7%	22%[46 µM]	16%[10 µM]
O=C(NCc1ccco1)C1CCN(c2nc3ccccc3n2Cc2ccccc2F)CC1	-3%	?	-4%	1%	?	18%	?
Cc1ccc(-n2nc(C(=O)O)c3ccccc3c2=O)cc1C	6%	-3%	5%	8%	2%	-5%	14%
COc1ccccc1-c1nnc2sc(COc3ccc(F)cc3)nn12	-1%	?	2%	1%	-4%	?	-51%[inhibitor][0.074 µM]
O=C(c1cc2ccccc2o1)N1CCN(S(=O)(=O)/C=C/c2ccccc2)CC1	3%	-7%	10%	-5%	-7%	nt	-15%
O=C(CN1CCN(Cc2ccccc2F)C1=O)NCC1CCCO1 (centres undefined)	4%	29%[9.22 µM]	0%	8%	nt	nt	53%[10 µM]
COc1ccccc1CCNC(=O)c1csc2c1CCCC2	10%	-27%	22%	-5%	-8%	-18%[46 µM]	nt
CC1CCCCC12NC(=O)N(CC(=O)Nc1ccc(S(=O)(=O)N3CCOCC3)cc1)C2=O (centres undefined)	0%	15%	0%	-3%	-10%	5%	-2%
CCCn1nc(NC(=O)C2CCCO2)c2cc3cccc(C)c3nc21 (centres undefined)	?	7%[9.22 µM]	3%	8%	nt	nt	24%[10 µM]
COc1ccc2cnn(-c3ccccc3)c(=O)c2c1OC	5%	-9%	2%	-14%	-17%	1%	14%[10 µM]
C=CCOC(=O)CC(NC(=O)c1ccccc1)c1ccccc1 (centres undefined)	7%	15%	8%	-7%	0%	6%	-2%
CCN(CC)c1ccc2c(O)cc(=O)oc2c1	-1%	-21%	-1%	nt	-2%	1%[46 µM]	-4%
Nc1nonc1-c1nc2ccccc2n1CC(=O)N1CCN(c2ccc(F)cc2)CC1	-3%	-29%	-4%	-8%	-4%	-3%	7%
NC(=O)c1oc2ccccc2c1NC(=O)c1nc2ccccc2s1	5%	-11%	0%	0%	4%	7%	-12%
Cc1nn(-c2ccccc2)c(Cl)c1/C=N/O	6%	-4%	-3%	5%	-5%	5%	nt
CC(C)Cn1c(C(C)C)nc([N+](=O)[O-])c1S(=O)(=O)c1ccc(F)cc1	3%	7%[9.22 µM]	4%	3%	0%	?	-72%[inhibitor]

Given as comma-separated lines: part of the list above.
structure,CBFb RUNX1 block,HttQ103 aggreg,GAA glycogen,aGlu spleen mod,GAA inhib,Lamin A splicing,HTT ATP protect
CC1CCCCC12NC(=O)N(CC(=O)Nc1ccc(S(=O)(=O)N3CCOCC3)cc1)C2=O (centres undefined),0%,15%,0%,-3%,-10%,5%,-2%
CCCn1nc(NC(=O)C2CCCO2)c2cc3cccc(C)c3nc21 (centres undefined),?,7%[9.22 µM],3%,8%,nt,nt,24%[10 µM]
COc1ccc2cnn(-c3ccccc3)c(=O)c2c1OC,5%,-9%,2%,-14%,-17%,1%,14%[10 µM]
C=CCOC(=O)CC(NC(=O)c1ccccc1)c1ccccc1 (centres undefined),7%,15%,8%,-7%,0%,6%,-2%
CCN(CC)c1ccc2c(O)cc(=O)oc2c1,-1%,-21%,-1%,nt,-2%,1%[46 µM],-4%
Nc1nonc1-c1nc2ccccc2n1CC(=O)N1CCN(c2ccc(F)cc2)CC1,-3%,-29%,-4%,-8%,-4%,-3%,7%
NC(=O)c1oc2ccccc2c1NC(=O)c1nc2ccccc2s1,5%,-11%,0%,0%,4%,7%,-12%
Cc1nn(-c2ccccc2)c(Cl)c1/C=N/O,6%,-4%,-3%,5%,-5%,5%,nt
CC(C)Cn1c(C(C)C)nc([N+](=O)[O-])c1S(=O)(=O)c1ccc(F)cc1,3%,7%[9.22 µM],4%,3%,0%,?,-72%[inhibitor]

Screening data deposited in PubChem BioAssay by National Center for Advancing Translational Sciences (NCATS).
